12-LOX inh = inhibitors of human 12S-lipoxygenase ALOX12; AID 1671190; Potency, µM (top dose mostly 108 µM), inactives show at the highest dose activity change, negative = inhibition, actives largely listed as inhibitors; 580,000 tested, 1.1% active; P18054; purified 12hLO, xylenol orange hydroperoxide absorbance; also: potency is read from the fitted curve at half-maximal effect; % is scaled to controls: 0 for no effect and ±100 for the full control effect
Target sequence (P18054 whole entry, looked up): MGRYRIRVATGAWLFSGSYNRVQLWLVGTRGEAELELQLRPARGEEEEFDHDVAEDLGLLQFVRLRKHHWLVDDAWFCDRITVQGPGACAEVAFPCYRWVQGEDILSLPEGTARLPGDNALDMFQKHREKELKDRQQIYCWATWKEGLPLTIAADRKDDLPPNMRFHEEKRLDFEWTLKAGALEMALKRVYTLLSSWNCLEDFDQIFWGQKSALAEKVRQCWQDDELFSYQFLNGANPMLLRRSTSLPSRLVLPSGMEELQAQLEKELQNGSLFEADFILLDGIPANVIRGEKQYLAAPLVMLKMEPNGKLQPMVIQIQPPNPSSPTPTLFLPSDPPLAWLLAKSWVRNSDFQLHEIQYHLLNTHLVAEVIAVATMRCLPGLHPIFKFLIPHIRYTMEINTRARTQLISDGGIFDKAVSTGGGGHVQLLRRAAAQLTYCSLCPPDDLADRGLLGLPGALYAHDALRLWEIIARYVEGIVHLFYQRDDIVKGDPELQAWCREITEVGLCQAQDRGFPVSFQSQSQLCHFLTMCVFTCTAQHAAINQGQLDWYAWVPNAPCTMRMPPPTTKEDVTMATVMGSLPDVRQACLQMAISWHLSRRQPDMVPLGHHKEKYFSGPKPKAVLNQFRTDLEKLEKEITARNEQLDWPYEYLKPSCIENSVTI
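Purified human 12hLO at 150 nM in 25 mM Hepes, 0.01% Triton X-100, pH 7.0, preincubated 15 min at room temperature with compound. Reaction started with 40 uM arachidonic acid, 30 min at room temperature. Hydroperoxide measured by Fe-xylenol orange, 573/405 nm absorbance ratio.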
RGS4 inhibitor = human RGS4 inhibition | P49798 | Transcreener GDP fluorescence polarization, RGS4-accelerated GTP hydrolysis | Potency, µM (titrated, usually from 114 µM), for inactives: top-dose activity change, negative = inhibition, hits mostly inhibitors | 390,000 tested, 0.039% active | AID 504845; also: potency is read from the fitted curve at half-maximal effect; % is scaled to controls: 0 for no effect and ±100 for the full control effect; nearly all actives have a fitted effect of over 75% in size; some results filed as inactive show a strong effect at the top dose
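MLSMR compounds (23 nl, pin-transferred) preincubated 10 min at room temperature with a 500nM (2x) first reagent, then RGS4 at 900nM (2x) plus Transcreener GDP mix added; fluorescence polarization (620/688 nm) read before and after 90 min at 30 °C.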
Vif-A3G inh = inhibitors of Vif-APOBEC3G interaction; Q9HC16; HeLa A3G-eYFP + Vif (tagged APOBEC3G with the HIV-1 protein that degrades it), YFP fluorescence, overnight; Potency, µM (doses to about 46.1 µM), inactives show top-dose activity, negative = active, actives largely listed as inhibitors; 410,000 tested, 0.076% active; AID 602310;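 also: potency is read from the fitted curve at half-maximal effect; % is scaled to controls: 0 for no effect and ±100 for the full control effect; nearly all actives have a fitted effect of over 60% in size; hits raise eYFP signal because A3G escapes Vif-driven loss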
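Read-out is eYFP fluorescence (Ex 488/Em 500-530) from Vif-expressing HeLa A3G-eYFP cells; more signal means A3G escaped Vif-mediated degradation. Cells plated overnight, compound pinned in, incubated overnight at 37 deg C.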
Vif-A3F inh = blocks the Vif interaction with APOBEC3F; AID 602313; HeLa A3F-eYFP + Vif (tagged APOBEC3F with the HIV-1 protein that degrades it), YFP fluorescence increase; Potency, µM (doses to about 46.1 µM), for the others: at the top dose activity, negative = active; 390,000 tested, 0.2% active; also: potency is read from the fitted curve at half-maximal effect; % of control where 0% means no effect; nearly all actives have a fitted effect of over 65% in size
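HeLa cells stably expressing Vif plus C-terminally eYFP-tagged A3F were seeded, incubated overnight at 37 deg C, dosed with compound, incubated overnight again at 37 deg C. Yellow fluorescence (Ex 488/Em 500-530) reported blocked Vif-mediated A3F-eYFP degradation.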
D2 ag = activates the human D2 dopamine receptor. P14416. HEK293 T-REx D2 cells, calcium flux agonist mode. activation, % at 2 µM. 340,000 tested, 0.53% active;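 active = activation over 3 SD above normal in the single-dose calcium agonist read, cut at about 30% in these data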; also: 0% is about no effect
Target sequence (P14416 whole entry, looked up): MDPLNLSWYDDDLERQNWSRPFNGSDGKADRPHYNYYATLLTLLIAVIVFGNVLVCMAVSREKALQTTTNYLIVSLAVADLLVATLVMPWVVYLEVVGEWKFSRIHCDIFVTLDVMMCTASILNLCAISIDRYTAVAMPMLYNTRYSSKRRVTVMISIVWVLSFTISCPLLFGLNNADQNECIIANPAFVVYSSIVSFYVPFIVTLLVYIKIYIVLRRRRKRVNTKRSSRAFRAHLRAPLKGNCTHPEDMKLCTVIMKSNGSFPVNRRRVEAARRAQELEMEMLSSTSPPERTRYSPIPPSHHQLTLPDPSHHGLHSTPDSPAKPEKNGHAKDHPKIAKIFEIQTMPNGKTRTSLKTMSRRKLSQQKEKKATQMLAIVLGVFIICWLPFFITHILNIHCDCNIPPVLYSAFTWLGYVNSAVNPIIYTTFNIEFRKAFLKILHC
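Tetracycline-induced HEK293 Trex cells with D2 receptor force-coupled to calcium signaling, plated overnight at 30 C and loaded with no-wash calcium dye. Calcium flux read kinetically for 180 s after compound addition; responses flag agonists.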
GRP78 ERSR act = inducers of ER stress response in human glioma cells; U87-MG GRP78 promoter luciferase reporter, 16 h; Potency, µM, inactives show top-dose activation, most hits filed as activators; 420,000 tested, 0.02% active; also: potency is read from the fitted curve at half-maximal effect; series mostly up to about 76 µM; % of control where 0% means no effect; nearly all actives have a fitted effect of over 35% in size
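Stably transfected U87-MG glioma cells carrying a GRP78-based luciferase sensor; 16 h compound incubation. Luminescence end-point read 10 min after Bright-Glo addition at room temperature.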
D2 antagonist = antagonists of human D2 dopamine receptor | AID 485344 | 340,000 tested, 2% active | inhibition, % at 10 µM | P14416 | HEK293 TREx D2 cells, calcium flux, dopamine EC80; in the data active = inhibition above about 30%; also: 0% is about no effect
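Cells plated overnight at 30 C with tetracycline; no-wash calcium dye, 30–90 min RT; 10 s baseline; compound pinned; 180 s read; EC80 dopamine added; another 180 s read.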
ERG Ets-DNA blk = ERG Ets/DNA interaction inhibition | 370,000 tested, 0.028% active | P11308 | Potency, µM (titrated, usually from 76.9 µM), for the others: at the highest dose FP activity, negative = inhibition, most hits filed as inhibitors | fluorescence polarization, His-ERG Ets domain / labelled DNA; active = well fitted inhibition curve with a large enough effect in the polarisation, with a control signal flat; inconclusive = small, poorly fitted or top-dose-only effect, or effect the other way, or a change in a side signal; inactive = no such curve, though single readings can be large or run the other way; the % refers to the polarisation;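 also: polarization taken with two DNA probes labelled with fluorescein and Texas red; potency is read from the fitted curve at half-maximal effect; % of control where 0% means no effect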
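His-tagged ERG Ets domain (1 uM in the protein solution; 300mM KCl, 50mM Tris-HCl, 1mM EDTA, 1mM DTT, pH 7.5) received compound, then a probe mix of 5 nM fluorescein-DNA and 100nM Texas-615-DNA. Fluorescence polarization was read for both dyes.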
LDHA inh = inhibitors of human lactate dehydrogenase A | activity change, % (values are at about 110 or 230 µM) | P00338 | AID 1347041 | 480,000 tested, 0.15% active | purified LDHA, NADH/diaphorase-resazurin fluorescence; hits give low values; in the data active = activity change below about -30%; inconclusive = mostly about -25% to -30%;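 also: plate controls were DMSO wells for no effect and wells without enzyme for full effect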
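LDH5 2 nM; NADH 0.06 mM, pyruvate 0.2 mM; 200 mM Tris pH 7.4, EDTA, Tween-20; 5 min RT. Detection: diaphorase 0.133 mg/mL + resazurin 37 µM, fluorescence ex540/em590 at 0 and 20 min; normalized to enzyme-free and DMSO wells.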
Starred values were filed as active, the others as inactive; ? = inconclusive; . = not tested or not shown; & = joins results of further samples; [ ] = remark or other dose. Unless noted, calls follow the shape of the dose curve; as a rule, active = well fitted curve in the direction sought with a large enough effect; inconclusive = small, poorly fitted or top-dose-only effect, or another doubt; inactive = no such curve, though single readings can be large; an effect the other way counts as inactive or inconclusive. The list is partial, so the mix of outcomes need not match the whole.

SMILES	12-LOX inh	RGS4 inhibitor	Vif-A3G inh	Vif-A3F inh	D2 ag	GRP78 ERSR act	D2 antagonist	ERG Ets-DNA blk	LDHA inh
CCOC(=O)c1ccccc1NC(=O)CCc1nc(-c2ccc(C)cc2)no1	-13%	10%	2%	5%	4.1	-3%	.	7%	2
COC(=O)c1ccc(C(=O)OC)c(NC(=O)CCc2ccc(C)o2)c1	6%	-9%	2%	-3%	-0.4	-4%	27	-2%	-1
On1cnnc1-c1ccccc1	3%	1%	1%	4%	-0.1	-5%	-12	-1%	1
CCOc1ccc(NC(=O)CCCN2C(=O)C(c3ccccc3)Oc3cccnc32)cc1 (stereo not given)	0%&-21%	2%&-2%	-1%&4%	1%&1%	-0.4&0.0	-3%&-1%	20	10%&-1%	-4&-1
CCC(C(=O)Nc1nnc(-c2ccco2)s1)c1ccccc1 (stereo not given)	5%	-3%	-11%	5%	0.8	-3%	3	-12%	-7
O=C(CSc1nccc2ccccc12)N1CCN(Cc2ccc3c(c2)OCO3)CC1	-20%	-6%	1%	4%	.	-3%	.	0%	-8
CC(=O)N1CCN(S(=O)(=O)c2cccc(C(=O)NCCc3ccc(Cl)cc3)c2)CC1	?	17%	-3%	-1%	-0.4	13%	-4	-3%	-4
O=C(/C=C/c1ccccc1)Nc1nc2n(n1)C(c1ccc(Cl)cc1)C=C(c1ccccc1)N2 (stereo not given)	3%	-5%	-8%	-7%	2.1	-2%	.	-4%	-2
CC(C)C(NC(=O)c1ccccc1)C(=O)NCC(c1ccccc1)N(C)C (stereo not given)	-5%	13%	-2%	-8%	.	3%	.	4%	-8
Cn1nccc1C(=O)OCC(=O)Nc1ccccc1	21%	-29%	0%	-5%	1.2	2%	-4	7%	0
COc1ccccc1N1CCN(C(=O)CCc2nnc3ccc(N4CCCC4)nn23)CC1	-3%	-31%[56.9 µM]	-2%	-6%	8.3	5%	-1	0%	-1
CN1C(=O)CC(N2CCN(c3ncccn3)CC2)C1=O (stereo not given)	3%	-11%	1%	-6%	3.2	-4%	-13	-9%	-7
CC(C)C[C@H](NC(=O)NCc1ccc(F)cc1)C(=O)O	0%	11%	1%	-9%	0.6	2%	5	-1%	-14
CCOC(=O)C1(C)CCN1C(=O)c1ccc(OC)c(F)c1 (stereo not given)	1%	.	-2%	.	.	-2%	.	.	0
N#Cc1nc(Cc2cccc3ccccc23)oc1NCCCn1ccnc1	12%	-17%	-4%	0%	0.3	-3%	-16	1%	-4
CC(CNC(=O)CCC(=O)N1CCOc2ccc(Cl)cc21)c1ccccc1 (stereo not given)	1%	18%	-5%	0%	0.8	-2%	23	6%	-12
O=C(c1ccccc1)N(c1ccccc1)c1ccccc1O	?	-13%	?	-15%	.	-3%	.	.	6
CCN(CC)CCCNC(=O)CNC(=O)c1nn(-c2ccc(OC)c(OC)c2)c(=O)c2ccccc12	2%	-10%	1%	-9%	0.0	-5%	-10	7%	-4
Cc1c(Cl)cccc1NS(=O)(=O)c1ccc2c(c1)C1C=CCC1C(c1ccc(C(=O)O)cc1)N2 (stereo not given)	.	?	3%	-1%	-0.8	-1%	-3	20%	11
CC1C(=O)N(Cc2cn(CCC3OCCO3)nn2)CCS(=O)(=O)N1Cc1ccc(-c2ccc(Cl)c(Cl)c2)cc1 (stereo not given)	12%	.	-11%	-5%	.	0%	.	.	-6
O=C(/C=C/c1ccc(OC2CSC2)cc1)c1ccc(Cl)cc1	-21%	5%	0%	-13%	1.0	-3%	2	-19%	-1
Cc1c(Br)c([N+](=O)[O-])nn1CCCC(=O)N1CCN(c2ccccc2)CC1	0%	-22%	-1%	1%	5.0	0%	-16	.	0
CC(C)c1ccc(NC(=O)CC2Oc3ccccc3NC2=O)cc1 (stereo not given)	15%&-12%	1%&6%	-5%&2%	-5%&-1%	-0.5&0.9	3%&6%	8	5%&-1%	-7&-13
COc1cccc(-c2cnc3c(NC(C)=O)cc(-c4ccc(C(=O)NC5CC5)cc4)cn23)c1	0%	.	?	.	.	6%	.	.	2
CCNc1nc(NCC)n2c(SCc3nc4ccccc4c(=O)[nH]3)nnc2n1	0%	-4%	0%	-13%	-0.3	-4%	-2	0%	-7
NC(=O)c1cc[n+](CC(=O)NC(=O)Nc2ccccc2)cc1	-7%	4%	-5%	-8%	0.3	3%	-5	-3%	-2
COc1ccc(CCNC(=O)CS(=O)(=O)Cc2nc(-c3cccc(Cl)c3)oc2C)cc1OC	?	4%	5%	-2%	0.7	-1%	.	14%	-1&-3
Cc1ccc(CNC(=O)C(=O)NCC(c2ccco2)N2CCOCC2)cc1 (stereo not given)	-16%	-2%	-1%	1%	0.5	-6%	-6	8%	1
COc1ccc(CN2CCN(C(=O)CCC(=O)Nc3nnc(CC(C)C)s3)CC2)cc1F	16%	-20%	5%	-1%	0.0	-4%	10	12%	-1
CCOCCCNC(=O)c1cc(-c2ccc(Br)s2)nc2ccccc12	2%	-22%	-2%	-4%	-1.0	-2%	5	-4%	-1
COc1ccccc1CCC(=O)N(CCC1=CCCCC1)c1c(N)n(Cc2ccccc2)c(=O)[nH]c1=O	-24%	-21%	-2%	-3%	-0.5	-6%	-10	7%	-8
Cc1cccc(-c2noc(CN(C(=O)c3ccc(C)c(C)c3)C(C)C)n2)c1	-5%	-2%	4%	0%	-0.4	-5%	.	2%	6
CC1(C)CC(=O)C2=C(C1)OC(N)=C([N+](=O)[O-])C2c1ccc(F)cc1 (stereo not given)	19%	-3%	-4%	-3%	-0.2	-5%	7	-6%	-2
O=C(Nc1ccccc1F)c1csc(COCCO)n1	-20%	.	-3%	.	.	-1%	.	.	-7
Cc1cc(NC(=O)COC(=O)c2nccnc2N)n(-c2ccccc2)n1	-6%	-21%	0%	0%	-0.6	-4%	-14	2%	-3
COc1ccc(NC(=S)NCc2ccc(S(N)(=O)=O)cc2)cc1OC	0%	-12%	-8%	-1%	-0.2	-3%	8	8%	9
Cc1cccc(NC(=O)CSc2nnc(-c3ccco3)o2)c1	.	17%	3%	3%	0.3	7%	10	0%	-6
CCCCCCC(=O)Nc1cc2c(C)cc(=O)oc2cc1C	0%	5%	2%	-3%	0.0	-2%	-9	4%	1
CCOC(=O)C1CCN(C(=O)COc2ccc(S(=O)(=O)NC(C)C)cc2Cl)CC1	8%	-10%	-1%	9%	0.4	-4%	7	3%	-3
CCN(C(=O)COC(=O)c1cccc(S(=O)(=O)NCc2ccccc2)c1)c1ccccc1	0%	-12%	0%	-4%	0.3	-4%	-18	-2%	-2
N#Cc1cnn2ccc(-c3cc(N4CCOCC4)ccc3[N+](=O)[O-])nc12	-13%	23%	0%	-7%	-3.7	-2%	11	7%	-1
COC(=O)Nc1nn(-c2ccc(OC)cc2)c(=O)c(C#N)c1C	-15%	-15%	2%	12%	1.6	0%	-13	7%	-1
CCC(C)NC(=O)Cn1c(=O)n(-c2ccc(C)cc2)c(=O)c2ccccc21 (stereo not given)	-20%	-11%	1%	6%	.	-3%	.	2%	-5
O=C(Nc1ccc(F)cc1)c1ccc2c(c1)S(=O)(=O)N=C1CCCCCN12	7%	6%	-10%	0%	1.0	-1%	4	5%	0
CNC(=O)c1cc2c(s1)CCCCCC2	-22%	-21%	1%	1%	-0.1	1%	8	2%	-4
CCCN(C(=O)C1CCN(S(=O)(=O)c2c(C)noc2/C=C/c2ccc(C)cc2)CC1)c1ccccc1F	-25%	12%	11%	1%	-0.8	1%	.	-7%	-4
O=[N+]([O-])c1ccc(/C=N/Nc2nc(N3CCCCCC3)nc(N3CCCCCC3)n2)o1	-4%	2%[11.4 µM]	-5%	-20%	-0.7	-6%	-1	7%	6
CC1(C)SC(=S)N(NC(=O)Nc2ccccc2)C1N(O)C(=O)Nc1cccc2ccccc12 (stereo not given)	-10%	-34%	-10%	?	0.0	7%	2	-2%	5
O=C(NCCC1=CCCCC1)c1cc(COc2c(F)cccc2F)on1	3%	12%	0%	-2%	1.4	6%	-2	7%	2
COc1ccccc1CNC(=O)CSc1ncc2c(n1)-c1cc(Cl)ccc1N(Cc1ccccc1)S2(=O)=O	-21%	-24%	2%	-2%	0.2	-2%	.	7%	-2
CCOC(=O)c1ccc(NCc2nc3ccccc3[nH]2)cc1	3%	16%	1%	2%	-2.3	4%	10	8%	0
NC(N)=NCCCC(NC(=O)c1ccccc1)C(=O)Nc1ccc2ccccc2c1 (stereo not given)	?	13%	0%	-3%	0.5	-1%	54*	-1%	-9
O=c1cc(CSc2nc3cc(Cl)ccc3o2)nc2sccn12	?	-6%	-3%	0%	0.4	2%	5	5%	-1
CNCC(O)CN(c1ccccc1)c1ccccc1 (stereo not given)	-5%	-6%	-1%	2%	1.3	-3%	-21	15%	-1

Quoted from the listing:
Under Vif-A3G inh, CNCC(O)CN(c1ccccc1)c1ccccc1 (stereo not given) reads -1%
Under GRP78 ERSR act, O=C(Nc1ccc(F)cc1)c1ccc2c(c1)S(=O)(=O)N=C1CCCCCN12 reads -1%
